KOR beta-arrestin-1: KOR antagonists, beta-arrestin recruitment, cell-based, luminescence, uHTS (AID 1778); Kappa-type opioid receptor (Homo sapiens); KOR beta-arrestin recruitment, luminescence, antagonist mode; higher % means a stronger effect; inhibition, % at 10 µM; hits with a dose series show IC50 in µM; 0.091% of 290,000 active; further: strong numbers were not always called active
HEK293 NOD2/NF-kB: NOD2 signaling inhibitors, cell-based, luminescence, uHTS, HEK293 (AID 1566); HEK293 NOD2/NF-kB luciferase reporter, luminescence; higher % means a stronger effect; inhibition, % at 4 µM; hits with a dose series show EC50 in µM; 0.63% of 290,000 active; further: many of its hits are not listed in these tables
KOR beta-arrestin-2: KOR agonists, beta-arrestin recruitment, primary screen, cell-based, luminescence, uHTS (AID 1777) | Kappa-type opioid receptor (Homo sapiens) | KOR beta-arrestin recruitment, luminescence; higher % means a stronger effect | activation, % at 10 µM; hits with a dose series show EC50 in µM | 0.02% of 280,000 active; in the data active means activation above about 50%, passing the limit was not always enough; further: a part of the inactive calls stands beside numbers as strong as those of hits
NOD1 NF-kB reporter: NOD1 signaling inhibitors, primary screen, cell-based, luminescence, uHTS (AID 1578). inhibition, % at 4 µM, or EC50 in µM where a hit was titrated. 1% of 290,000 active. NOD1-driven NF-kB luciferase reporter cells, luminescence; higher % means a stronger effect; in the data active means inhibition mostly above about 36%, no sharp cut-off; inactive means mostly below about 34%;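 further: HEK-293T reporter cells stimulated with the NOD1 agonist gamma-tri-DAP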
NTR1 agonist: agonists of NTR1, primary screen, imaging, U2OS cells, beta-arrestin-GFP, high content (AID 493036); NTR1-U2OS beta-arrestin-GFP spot imaging, agonist mode; 0.17% of 330,000 active; Neurotensin receptor type 1 (Homo sapiens), P30989; activation, % at 20 µM;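 active means activation at or above 40% of the spot to cytoplasm intensity ratio, with at least 20 cells analyzed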;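 further: 0% = DMSO without peptide and 100% = 100 nM NTR1 peptide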
Target sequence (P30989 whole entry, looked up): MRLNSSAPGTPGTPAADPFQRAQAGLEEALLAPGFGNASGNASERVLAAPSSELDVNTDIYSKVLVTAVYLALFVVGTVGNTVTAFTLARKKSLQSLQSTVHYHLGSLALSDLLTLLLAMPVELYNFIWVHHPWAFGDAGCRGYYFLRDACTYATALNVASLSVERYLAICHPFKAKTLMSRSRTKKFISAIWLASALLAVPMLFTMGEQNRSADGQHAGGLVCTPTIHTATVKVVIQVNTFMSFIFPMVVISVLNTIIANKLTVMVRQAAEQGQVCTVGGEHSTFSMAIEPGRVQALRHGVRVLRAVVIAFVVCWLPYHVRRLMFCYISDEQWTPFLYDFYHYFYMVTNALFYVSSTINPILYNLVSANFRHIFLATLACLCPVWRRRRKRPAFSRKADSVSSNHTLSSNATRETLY
TNAP activation fold: human TNAP enzyme activators, primary screen, biochemical, luminescent, no phosphate acceptor, uHTS (AID 1001); activation fold at 20 µM, or EC50 in µM where a hit was titrated; 0.03% of 200,000 active; purified TNAP, luminescent activation assay, no phosphate acceptor; higher activation fold means a stronger effect; in the data active means activation fold from about 3, or a potency from the dose series; inactive means the rest, 99 in 100 with activation fold below about 1.6; further: many of its hits are not listed in these tables
ER stress rescue: rescue of cells from ER stress-induced death, primary screen, 384-well, CSM14.1, thapsigargin, ATP luminescence (AID 1222). cellular ATP content (survival), % at 20 µM; hits with a dose series show EC50 in µM. CSM14.1 thapsigargin-induced death rescue, ATP luminescence; higher % means a stronger effect. 190,000 tested, under 10 active;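 active means EC50 below 50 µM in the dose-response confirmation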;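 further: death triggered by thapsigargin at about 15 µM added after 2 h compound pretreatment; cell ATP read after overnight thapsigargin exposure of roughly 18 to 22 hours; normalized against plate controls of thapsigargin alone and 5% DMSO vehicle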
Yfh1-off respiration: enhancers of respiration in Yfh1-depleted yeast, dose response, Friedreich's ataxia, plus single-dose screen (AID 1465); S. cerevisiae Yfh1-off respiration, WST-1 reduction, 72 h; higher fold induction means a stronger effect; fold induction at 50 µM; hits with a dose series show EC50 in µM; 0.074% of 220,000 active;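 active means fold induction of absorbance versus untreated yeast above a set limit, then at least 30% activation at any dose in follow-up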;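 further: activators that raise dye reduction in frataxin-depleted yeast; strong numbers were not always called active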
GPR55 beta-arrestin: GPR55 agonists via beta-arrestin recruitment, primary screen, imaging, U2OS cells, beta-arrestin-GFP redistribution (AID 1961). G-protein coupled receptor 55 (Homo sapiens). U2OS GPR55 beta-arrestin-GFP redistribution imaging; higher % means a stronger effect. one-dose activation, % at 10 µM; EC50 in µM for titrated hits. 0.048% of 290,000 active;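 active means activation above 40% with more than 50 cells counted in the well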;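 further: U2OS osteosarcoma cells stably expressing GPR55 and beta-arrestin-GFP; plate controls were DMSO negative control for no effect and LPI positive control for full effect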
NTR1 agonist cell count 20 µM: recorded beside NTR1 agonist, whose call it bears; cell count; measured here: cell count, cytotoxicity flag
Starred values were filed as active, the others as inactive; i = inactive; . = not tested or not shown; [ ] = dose if it differs, or a comment. Unless noted, no stated cut-off is given here; in the data, active means inhibition above about 50%; inactive means the rest. Some of the compounds tested; rates above refer to the full screens.

Molecule,KOR beta-arrestin-1,HEK293 NOD2/NF-kB,KOR beta-arrestin-2,NOD1 NF-kB reporter,NTR1 agonist,NTR1 agonist cell count 20 µM,TNAP activation fold,ER stress rescue,Yfh1-off respiration,GPR55 beta-arrestin
CCOc1nc(C)cc(C)c1S(=O)(=O)c1ccc(Cl)cc1,-12%[20 µM],10%,-0.5%,-21%,4.4,99,1,0.3%,i,-0.1%
COc1nccnc1NS(=O)(=O)c1ccc(NC(=S)NC(=O)/C=C/c2ccc(F)cc2)cc1,-9%,9%,9.0%,-21%,1.0,39,1.1,21%,i,-0.4%
O=c1oc(-c2ccccc2F)nc2scc(-c3ccccc3)c12,-26%,-6%,3.1%,1%,14,56,.,.,i,0.2%
Cc1cc(SCC(=O)OCC(=O)NCC2CCCO2)c(C)cc1Br (configuration not stated),2%,16%,-0.1%,-14%,1.2,49,1.1,-0.5%,i,0.6%
N=C(N)SCc1ccc(Cl)cc1Cl,-28%,16%,1.1%,-6%,1.9,79,0.6,3.6%,i,-0.2%
S=C(NCCCN1CCOCC1)Nc1ccc(Cl)c(Cl)c1,.,11%,-0.2%,-16%,-0.7,53,1.1,-3.3%,i,-0.2%
CCOC(=O)c1sc(NC(=O)c2ccc(OC)cc2)nc1C,-18%[20 µM],-16%,.,-36%,0.6,30,1,-1.5%,i,-0.1%
N#Cc1cccnc1N1CCN(C(=O)c2ccco2)CC1,-2%,8%,3.4%,-3%,-0.5,51,.,.,i,0.7%
Cc1ccc2cccc(OCc3nnc(SCC(=O)O)n3C)c2n1,18%,6%,-3.6%,-18%,-1.1,44,1.1,1.5%,i,-0.1%
CSc1nnc(CNC(=O)c2ccccc2)n1-c1cccc(C)c1,28%,2%,3.2%,-10%,2.5,48,1.1,-2.2%,i,-0.5%
CC(=O)Nc1ccc(S(=O)(=O)NCCc2csc(-c3cccnc3)n2)cc1,-16%,-3%,10%,-11%,-0.3,68,.,.,.,0.3%
CC1(C)Cc2ccccc2/C(=C/C(=O)c2ccccc2)N1,2%,-6%,5.8%,-10%,2.7,64,.,.,.,-0.2%
COc1ccc(N2CCN(S(=O)(=O)c3cc(Br)cnc3N)CC2)cc1,-155%,-30%,8.4%,30%,1.1,76,.,.,.,0.3%
CCCCNC(=O)COC(=O)CCC(=O)c1cccs1,11%,3%,4.4%,-8%,-1.3,75,1,-2.1%,i,-0.2%
C[C@H](CCC(=O)O)[C@H]1CC[C@H]2[C@@H]3C(=O)C[C@@H]4CC(=O)CC[C@]4(C)[C@H]3CC(=O)[C@]12C,-43%,18%,2.6%,0%,2.9,77,1.1,-1.8%,i,0.6%
CCCCc1cc(=O)oc2cc(OCC(=O)NCc3ccccn3)c(Cl)cc12,3%,32%,-0.2%,-10%,-2.3,51,.,.,.,-0.2%
Nc1nc(SCC(=O)NCc2ccccc2)[nH]c(=O)c1NC(=O)c1ccccc1F,-26%,15%,1.6%,-19%,6.4,50,1.1,-1.5%,i,-0.2%
O=C(O)CCC(NS(=O)(=O)c1ccc(N2CCCC2=O)cc1)C(=O)O (configuration not stated),-28%,15%,5.0%,16%,0.9,55,1.1,-2.2%,i,0.0%
Cc1cc(C)cc(NS(=O)(=O)c2cnc(Cl)c(Cl)c2)c1,14%,-8%,-0.6%,-12%,2.5,39,1.1,3.0%,i,0.2%
Cc1nc(NC(=O)C2CC2)sc1C(=O)Nc1ccccc1,2%,-6%,-0.2%,-25%,-0.8,78,.,.,.,1.2%
COc1cccc(CNC(=O)N2CCN(c3ccccc3)CC2)c1,-15%,8%,-2.8%,-22%,-1.0,52,.,.,.,-0.1%
CC(C)C(c1nnnn1C(C)(C)C)N1CCN(Cc2cccnc2)CC1 (configuration not stated),2%[20 µM],-2%,.,0%,-0.3,45,1,-1.8%,i,-0.1%
O=C1N/C(=C/c2cccs2)C(=O)N1Cc1ccccc1F,14%,1%,-4.3%,-38%,-1.0,87,1.1,-0.7%,i,-0.2%
O=C(O)CN(CCc1ccccc1)S(=O)(=O)c1ccccc1,0%,-5%,1.2%,-7%,2.9,74,.,.,.,0.0%
COCn1c(-c2ccc(OC)c(OC)c2)nc2ccccc21,20%,-23%,5.9%,-9%,-0.4,82,1.1,-1.1%,i,0.1%
CCOc1ccc(N2C(=O)CC(Cc3ccccc3OC)C2=O)cc1 (configuration not stated),-39%[20 µM],8%,-3.4%,0%,0.8,61,.,.,.,1.3%
CN(C)CCCN(C(=O)COc1ccc(Cl)cc1)c1nc2cc3c(cc2s1)OCO3,-4%,-3%,-1.1%,-19%,15,60,.,.,.,0.7%
COc1ccccc1Nc1nc(N)nc(CN2CCN(c3ccccc3F)CC2)n1,-11%,1%,1.4%,-25%,-0.2,97,0.9,1.0%,i,-0.5%
Cc1c(C(=O)OCC(=O)N2C(C)CCCC2C)oc2ccccc12 (configuration not stated),19%,-38%,-3.7%,-30%,0.0,57,.,.,.,0.0%
CCn1c(C2CCN(S(=O)(=O)c3ccc(OC)cc3)CC2)n[nH]c1=S,5%,13%,-5.6%,5%,-0.1,52,1.1,8.5%,i,0.1%
COCCCn1c(SCC(=O)Nc2ccc(C)cc2)nc2ccccc2c1=O,-33%[20 µM],7%,.,-15%,-0.1,93,1.1,-1.7%,i,-0.1%
Cc1cccn2cc(-c3cccc(NC(=O)c4cccs4)c3)nc12,-28%[20 µM],-28%,.,17%,2.4,48,1.1,1.3%,i,0.5%
COc1ccc(NC(=O)Cn2nnc3sc4c(c3c2=O)CC(C)(C)OC4)cc1,-19%,12%,7.3%,-5%,-0.2,33,.,.,i,-0.3%
Cc1cc(C)c(NC(=O)CNC(=O)COC(=O)C2CCN(c3ccc(C(F)(F)F)cn3)CC2)c(C)c1,-21%,-13%,-1.1%,-18%,0.9,61,.,.,.,-0.1%
CN1CCN(C(=O)c2cnn(-c3ccccc3)c2NC(=O)c2ccccc2F)CC1,41%,-9%,10%,-14%,0.7,47,1.1,-1.6%,i,-0.2%
O=C(NCc1nnc(SCC(=O)N2CCCC2)o1)c1ccccc1F,-24%,15%,-3.0%,6%,-0.7,80,1.1,11%,i,0.2%
COc1ccc(C(C(=O)NC2CCCC2)N(C(=O)c2csnn2)C2CCCC2)cc1 (configuration not stated),-7%,24%,-3.8%,-10%,0.5,55,.,.,.,-0.2%
CCC(C)Nc1nc(SC(C(C)=O)C(C)=O)nc(N(C)C)n1 (configuration not stated),-1%,9%,2.9%,-13%,0.2,79,1.1,-5.7%,i,-0.1%
COc1cc(S(=O)(=O)N2CCN=C2c2ccccc2)ccc1Cl,-44%,0%,1.0%,14%,0.4,55,.,.,.,-0.2%
Cc1cc(S(=O)(=O)NC(C)C)ccc1OCC(=O)N1CCOCC1,-2%,20%,3.1%,5%,0.6,67,0.8,-1.0%,i,-0.1%
COc1ccc2cc3cc(C(=O)NCCN4CCc5ccccc5C4)oc3nc2c1,-20%,10%,5.3%,19%,-1.2,55,1,3.4%,i,0.2%
O=C(CN1C(=O)C2(OCCCO2)c2ccccc21)NCc1ccccc1,22%,-2%,-0.8%,-8%,0.3,54,1.1,1.3%,i,0.6%
O=C(CC1NCCNC1=O)Nc1ccc2c(c1)OCCO2 (configuration not stated),15%,5%,-8.2%,14%,1.2,66,1.2,-3.5%,i,0.2%
CCc1ccccc1NC(=O)Nc1cnccn1,-9%,-6%,-0.8%,-34%,1.0,60,.,.,.,0.0%
Cc1ccc(OCC(=O)N(Cc2ccccc2)C(C)C)c([N+](=O)[O-])n1,-16%,6%,-0.5%,-24%,-1.7,50,1.1,-1.0%,i,-0.2%
O=C(Nc1ccc(Cl)cc1)Nn1cnc2ccccc2c1=O,-2%,-16%,-4.0%,-28%,0.2,66,.,.,.,-0.2%
CCc1ccc(-c2cc(C)no2)cc1S(=O)(=O)Nc1cc(C)on1,-55%,5%,3.0%,-27%,0.8,62,.,.,.,-0.1%
O=C1c2ccccc2NC(c2ccccc2)N1c1ccc(O)cc1 (configuration not stated),21%,5%,2.8%,-24%,0.1,55,1.1,2.7%,i,-0.2%
CCn1c2ccccc2c2cc(CC(N)=O)ccc21,20%,8%,4.5%,-6%,1.2,37,.,.,i,0.4%
Cc1cc(C)nc(NS(=O)(=O)c2ccc(N/C=C3\CCCC3=O)cc2)n1,-37%,7%,-1.6%,-32%,0.0,68,1,-6.2%,i,0.3%
O=[N+]([O-])c1ccccc1S(=O)(=O)N1CCN(Cc2ccsc2)CC1,-7%,-10%,3.6%,-64%,0.7,79,1.1,-0.5%,i,-0.1%
CC(C)N(C)C(=O)C(=O)c1cccn1-c1cccc(Cl)c1C#N,-20%[20 µM],-3%,1.4%,-16%,0.0,82,1,0.3%,i,-0.1%
COc1cc2c(=O)n(Cc3ccco3)c(=O)n(CC(=O)c3ccc(Br)cc3)c2cc1OC,44%,12%,-0.1%,-29%,1.8,52,1.1,.,i,-0.1%
CNC(=O)CSc1nnc(-c2ccco2)n1-c1cccc(C)c1,6%,0%,0.4%,-5%,-0.9,68,.,.,.,0.2%
CNC(=O)N(O)C1N(C)C(=O)N(CC(=O)OC)C1(C)C (configuration not stated),2%,3%,-1.7%,7%,-0.8,94,1.1,-0.4%,i,0.3%

Pulled by structure from the list above:
Molecule,KOR beta-arrestin-1,HEK293 NOD2/NF-kB,KOR beta-arrestin-2,NOD1 NF-kB reporter,NTR1 agonist,NTR1 agonist cell count 20 µM,TNAP activation fold,ER stress rescue,Yfh1-off respiration,GPR55 beta-arrestin
COCCCn1c(SCC(=O)Nc2ccc(C)cc2)nc2ccccc2c1=O,-33%[20 µM],7%,.,-15%,-0.1,93,1.1,-1.7%,i,-0.1%
CCOC(=O)c1sc(NC(=O)c2ccc(OC)cc2)nc1C,-18%[20 µM],-16%,.,-36%,0.6,30,1,-1.5%,i,-0.1%
Cc1ccc(OCC(=O)N(Cc2ccccc2)C(C)C)c([N+](=O)[O-])n1,-16%,6%,-0.5%,-24%,-1.7,50,1.1,-1.0%,i,-0.2%
Cc1c(C(=O)OCC(=O)N2C(C)CCCC2C)oc2ccccc12 (configuration not stated),19%,-38%,-3.7%,-30%,0.0,57,.,.,.,0.0%
COc1cccc(CNC(=O)N2CCN(c3ccccc3)CC2)c1,-15%,8%,-2.8%,-22%,-1.0,52,.,.,.,-0.1%

Screening results: PubChem BioAssay, several laboratories
